FLuc counter – counter-screen for miR-21 project: firefly luciferase inhibitors or activators; P08659; purified FLuc, Km substrates, luminescence inhibition; Potency, µM (highest dose often 57.5 µM), for inactives: at the top dose activity change, negative = inhibition, actives largely listed as inhibitors; 360,000 tested, 6.9% active; AID 588342;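 further: potency means the concentration at half of the fitted maximal effect; plate controls were vehicle for no effect and reference inhibitor for full effect; nearly all actives have a fitted effect of over 55% in size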
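Biochemical qHTS of compounds, final roughly 60 µM downward over six points, against 10 nM purified firefly luciferase using Km concentrations of substrates (10 uM D-luciferin, 10 uM ATP) in Tris acetate pH 7.5 buffer; luminescence output.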
VP16 counter – Gal4-VP16 reporter inhibition counter-screen. 310,000 tested, 3.5% active. Potency, µM (series often up to 53.6 µM), without a hit: at the highest dose activity, negative = inhibition, hits mostly inhibitors. Drosophila S2 Gal4-VP16 UAS-luciferase, luminescence, 20 h;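 further: Gal4-VP16 expression switched on by copper sulfate through the metallothionein promoter; potency means the concentration at half of the fitted maximal effect; on the % scale 0 is the no-effect control and ±100 the full control effect; nearly all actives have a fitted effect of over 50% in size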
Rab9 promoter act – activates the Rab9 promoter; Huh7 Rab9 promoter-luciferase reporter, luminescence, 24 h; Potency, µM (series often up to 9.22 µM), inactives show at the highest dose activation, negative = inhibition, actives largely listed as activators; 320,000 tested, 2.8% active; further: potency means the concentration at half of the fitted maximal effect; % of control where 0% means no effect; nearly all actives have a fitted effect of over 60% in size
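Luminescence from Amplite-detected luciferase (10 minutes, ambient) reports Rab9 promoter activation. Before that, stable Rab9-luciferase Huh7 cells (1500/well, reduced-serum OP-MEM I plus 10% FBS) were exposed to compound for 24 hours at 37C.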
RORgamma inh – ROR gamma (mouse) transcription inhibition. P51450. Drosophila S2 Gal4-RORgamma UAS-luciferase reporter, 20 h. Potency, µM (highest dose often 53.6 µM), inactives show at the highest dose activity change, negative = inhibition, usual class: inhibitors. 310,000 tested, 5.4% active. AID 2551; further: potency means the concentration at half of the fitted maximal effect; on the % scale 0 is the no-effect control and ±100 the full control effect; nearly all actives have a fitted effect of over 60% in size
Target sequence (P51450 whole entry, looked up, the tested form may be a part): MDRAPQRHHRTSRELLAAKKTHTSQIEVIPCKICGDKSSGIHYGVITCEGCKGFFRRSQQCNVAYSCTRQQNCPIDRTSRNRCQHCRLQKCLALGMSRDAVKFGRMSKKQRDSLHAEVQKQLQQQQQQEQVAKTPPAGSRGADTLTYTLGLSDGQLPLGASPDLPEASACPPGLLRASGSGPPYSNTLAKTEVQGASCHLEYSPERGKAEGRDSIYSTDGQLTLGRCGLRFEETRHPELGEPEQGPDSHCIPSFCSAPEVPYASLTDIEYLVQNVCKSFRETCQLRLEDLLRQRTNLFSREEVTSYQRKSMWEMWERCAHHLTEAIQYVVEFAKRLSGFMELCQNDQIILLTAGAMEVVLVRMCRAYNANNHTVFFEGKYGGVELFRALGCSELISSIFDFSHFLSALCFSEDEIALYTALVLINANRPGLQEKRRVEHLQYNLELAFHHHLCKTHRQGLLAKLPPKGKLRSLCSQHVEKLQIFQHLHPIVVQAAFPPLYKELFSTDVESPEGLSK
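Luciferase reporter read in Schneider cells carrying Gal4-RORγ (mouse) and UAS-Photinus luciferase; cells given compound 1 h before 700 uM copper sulfate induction, then incubated 20 h at ambient temperature.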
Tb PFK block – T. brucei PFK enzyme inhibition; T. brucei PFK, ADP-Glo luminescence; O15648; AID 485367; 330,000 tested, 0.17% active; Potency, µM (top dose mostly 57.5 µM), inactives show at the top dose activity, negative = inhibition, actives largely listed as inhibitors;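 further: potency means the concentration at half of the fitted maximal effect; 0% = uninhibited 1x PFK enzyme wells and -100% = no-enzyme wells; nearly all actives have a fitted effect of over 60% in size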
Target sequence (O15648 whole entry, looked up): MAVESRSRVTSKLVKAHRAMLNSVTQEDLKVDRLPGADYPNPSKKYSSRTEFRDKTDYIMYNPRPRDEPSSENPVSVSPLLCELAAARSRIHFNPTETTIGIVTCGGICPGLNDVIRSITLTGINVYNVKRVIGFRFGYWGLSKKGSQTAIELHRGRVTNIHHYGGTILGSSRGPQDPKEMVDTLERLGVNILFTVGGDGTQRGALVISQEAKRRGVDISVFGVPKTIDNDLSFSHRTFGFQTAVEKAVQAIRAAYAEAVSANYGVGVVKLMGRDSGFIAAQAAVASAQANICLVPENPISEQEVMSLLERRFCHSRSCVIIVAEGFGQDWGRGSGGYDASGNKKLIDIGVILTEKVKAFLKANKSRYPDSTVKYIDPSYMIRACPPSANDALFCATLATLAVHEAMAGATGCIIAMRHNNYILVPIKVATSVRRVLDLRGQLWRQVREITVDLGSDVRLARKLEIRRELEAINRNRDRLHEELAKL
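Activity is normalized to no-enzyme wells (full inhibition) and 1.25 nM enzyme wells (no inhibition). Reaction: 0.5 mM F6P, 0.1 mM ATP, 45 min RT, ADP-Glo luminescence; concentration-response curves fitted and classed by quality.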
BRCA1 expr act – increases BRCA1 expression. 380,000 tested, 1.1% active. Potency, µM (top dose mostly 46.1 µM), for inactives: top-dose activation, actives largely listed as activators. MCF7-BRCA1-FFLuc reporter, luminescence, 48 h; response scale: scaled: vehicle 0%, 10 µM genistein 100%; further: potency means the concentration at half of the fitted maximal effect; nearly all actives have a fitted effect of over 80% in size; some results filed as inactive show a strong effect at the top dose
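Quantitative HTS in MCF7 cells stably reporting BRCA1 expression via firefly luciferase. Compound treatment lasts 48 h at 37 °C in phenol-red free MEM. Activation is expressed relative to genistein at 10 microM and DMSO.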
ELG1 genotox – genotoxicity induction in ELG1-luciferase HEK293T cells | HEK293T ELG1-luciferase reporter, luminescence, 16 h | Potency, µM (titrated, usually from 46 µM), inactives show at the top dose activity change, positive = activation, actives largely listed as activators | 330,000 tested, 1.3% active | AID 504466; further: potency means the concentration at half of the fitted maximal effect; % of control where 0% means no effect; nearly all actives have a fitted effect of over 60% in size
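16 hr compound incubation (37 °C, 5% CO2) of HEK293T cells carrying luciferase-tagged ELG1; luciferase then measured by ONE-Glo luminescence after 30 min at RT.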
p53 reactivation – mutant p53 re-activation in reporter cells; Potency, µM (highest dose often 92.2 µM), inactives show at the highest dose activity change, positive = activation, usual class: activators; H1299 p53-A138V BP100-luciferase reporter, luminescence, 24 h; 320,000 tested, 0.063% active; further: potency means the concentration at half of the fitted maximal effect; % of control where 0% means no effect; nearly all actives have a fitted effect of over 45% in size
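p53-null H1299 cells stably carrying temperature-sensitive p53-A138V and a BP100-luciferase reporter were pinned with compounds (4-point, 1:5 series) and held 24 hrs at 37 deg C. Luminescence was read 10 min after detection reagent.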
ELG1 DNA repair – inhibitors of ELG1-dependent DNA repair in HEK293T cells | HEK293T ELG1-luciferase reporter, luminescence, 16 h; DNA damage induced by 5-fluorouridine | Potency, µM (titrated, usually from 46.1 µM), without a hit: at the top dose activity change, negative = inhibition, actives largely listed as inhibitors | 330,000 tested, 2.3% active; further: potency means the concentration at half of the fitted maximal effect; on the % scale 0 is the no-effect control and ±100 the full control effect; nearly all actives have a fitted effect of over 55% in size
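5-Fluorouridine DNA damage + compound/DMSO, 2,000 cells/well, 16 h, 37 °C/5% CO2. ONE-Glo, 30 min RT, luminescence. Readout = decrease in reporter signal.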
TRPV1 ag – activates the human vanilloid receptor TRPV1; Q8NER1; TRPV1-expressing cells, Fluo-8 calcium influx, agonist mode; activation, % at 8.33 µM; 320,000 tested, 0.19% active; AID 540275; in the data active means activation above about 80%; inconclusive means between about 30% and that limit; further: 0% is about no effect
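TRPV1-expressing cells were cultured overnight at 35.5C and loaded with Fluo-8 calcium dye for 40 to 90 min at room temperature. After a 10 s baseline, compound was added and calcium influx was read kinetically for 3 min (ex 480/em 520 nm).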
NPC1 prom act – activators of NPC1 promoter | Potency, µM (doses to about 9.22 µM), for the others: at the highest dose activation, usual class: activators | 320,000 tested, 2.4% active | AID 485313 | Huh7 NPC1 promoter luciferase reporter, 24 h;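 further: potency means the concentration at half of the fitted maximal effect; % of control where 0% means no effect; nearly all actives have a fitted effect of over 60% in size; reporter is driven by a mutant NPC1 promoter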
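Compounds in DMSO were transferred onto Huh7 NPC1-luciferase reporter cells pre-incubated 2 h; after 24 h at 37 °C, Amplite reagent was dispensed and luminescence recorded 10 min later.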
Active calls of the source: *; [ ] = another dose, or the depositor's remark. Unless noted, the call rests on the fitted dose curve; in most records, active means well fitted curve in the direction sought with a large enough effect; inconclusive means small, poorly fitted or top-dose-only effect, or another doubt; inactive means no such curve, though single readings can be large; an effect the other way counts as inactive or inconclusive. Compounds were not picked by outcome; any-hit rate near 15%.

Results for CC(=O)c1ccc(OCC(O)CN(C)Cc2cccs2)cc1 (centres undefined) ?
FLuc counter: 5%; VP16 counter: 7%; Rab9 promoter act: 4%; RORgamma inh: 24%; Tb PFK block: 3%; BRCA1 expr act: -22%; ELG1 genotox: 3%; p53 reactivation: inconclusive; ELG1 DNA repair: -4%; TRPV1 ag: -3; NPC1 prom act: -1%

How did CN1CCc2c(sc(N)c2C(=O)c2ccc(Cl)cc2)C1 do in these assays?
FLuc counter: -10%; VP16 counter: inconclusive; Rab9 promoter act: 2%; RORgamma inh: -8%; Tb PFK block: 1%; BRCA1 expr act: 51%; ELG1 genotox: 3%; p53 reactivation: 6%; ELG1 DNA repair: 18%; TRPV1 ag: -2; NPC1 prom act: 0%

Results for CN(C)S(=O)(=O)c1ccc(N2CCCC2)c(C(=O)Nc2ccc(N3CCOCC3)cc2)c1 ?
FLuc counter: 0%; VP16 counter: -11%; Rab9 promoter act: 1%; RORgamma inh: -2%; Tb PFK block: 5%; BRCA1 expr act: -5%; ELG1 genotox: 4%; p53 reactivation: -2%; ELG1 DNA repair: -5%; TRPV1 ag: 0; NPC1 prom act: 0%

How did CCOC(=O)c1sc(NC(=S)NC(=O)c2ccccc2Cl)c(C(=O)OCC)c1C do in these assays?
FLuc counter: 2%; VP16 counter: -5%[0.365 µM]; Rab9 promoter act: -2%; RORgamma inh: -41%; Tb PFK block: 0%; BRCA1 expr act: -18%; ELG1 genotox: -7%; p53 reactivation: -3%; ELG1 DNA repair: 0%; TRPV1 ag: -4; NPC1 prom act: -4%

What do the screens show for `CCn1c(C)nc2cc(C(=O)NNC(=S)Nc3ccc(Cl)cc3Cl)ccc21`?
FLuc counter: inconclusive; VP16 counter: inconclusive; Rab9 promoter act: -1%; RORgamma inh: 0%; Tb PFK block: 0%; BRCA1 expr act: 1%; ELG1 genotox: -4%; p53 reactivation: -4%; ELG1 DNA repair: 29%; TRPV1 ag: -4; NPC1 prom act: 3%

How did C=CCc1ccc(OCCOCCOc2ccccc2[N+](=O)[O-])c(OC)c1 do in these assays?
FLuc counter: inconclusive; VP16 counter: inconclusive; Rab9 promoter act: -1%; RORgamma inh: inconclusive; Tb PFK block: 0%; BRCA1 expr act: -8%; ELG1 genotox: -8%; p53 reactivation: 2%; ELG1 DNA repair: -19%; TRPV1 ag: 3; NPC1 prom act: 5%

How did CSc1ccccc1C(=O)NCCc1ccc(S(=O)(=O)N2CCCCC2)cc1 do in these assays?
FLuc counter: 1%; VP16 counter: 12%; Rab9 promoter act: -5%; RORgamma inh: 15%; Tb PFK block: 1%; BRCA1 expr act: -45%; ELG1 genotox: -4%; p53 reactivation: 3%; ELG1 DNA repair: -9%; TRPV1 ag: 2; NPC1 prom act: 1%

What do the screens show for `COc1cc(OC)cc(-c2c(-c3cccs3)c3cc(Br)ccc3n2C)c1`?
FLuc counter: -1%; Rab9 promoter act: -1%; Tb PFK block: 6%; BRCA1 expr act: -53%; ELG1 genotox: -1%; p53 reactivation: 11%; ELG1 DNA repair: 1%; TRPV1 ag: -1; NPC1 prom act: -1%

Results for Cc1ccc(C(=O)NC(=S)NNC(=O)c2ccc([N+](=O)[O-])cc2)cc1 ?
FLuc counter: -3%; VP16 counter: 11µM*; Rab9 promoter act: 1%; RORgamma inh: inconclusive; Tb PFK block: 5%; BRCA1 expr act: -7%; ELG1 genotox: 0%; ELG1 DNA repair: 18%; TRPV1 ag: 0; NPC1 prom act: -6%

What do the screens show for `O=C(c1ccccc1F)N1CCN(c2ccc([N+](=O)[O-])c3cccnc23)CC1`?
FLuc counter: -1%; VP16 counter: 21%; Rab9 promoter act: -11%; RORgamma inh: 5%; Tb PFK block: -2%; BRCA1 expr act: -5%; ELG1 genotox: 1%; p53 reactivation: -4%; ELG1 DNA repair: -11%; TRPV1 ag: 9; NPC1 prom act: -6%

How did CC(CC(=O)C1C(C)C=CCC1(C)C)NNC(N)=O (centres undefined) do in these assays?
FLuc counter: 2%; VP16 counter: -3%; Rab9 promoter act: -5%; RORgamma inh: 4%; Tb PFK block: -1%; BRCA1 expr act: -6%; ELG1 genotox: 0%; p53 reactivation: 0%; ELG1 DNA repair: 4%; TRPV1 ag: 1; NPC1 prom act: 1%

Results for Cc1ccc(N(CC(=O)NC2CCCC2)C(=O)CNC(=O)c2cccs2)cc1C ?
FLuc counter: -2%; VP16 counter: -3%; Rab9 promoter act: -1%; RORgamma inh: -19%; Tb PFK block: -8%; BRCA1 expr act: 0%; ELG1 genotox: 0%; p53 reactivation: 2%; ELG1 DNA repair: 2%; TRPV1 ag: -6; NPC1 prom act: -3%

How did S=C(NCC1CCCO1)Nc1cccc(Cl)c1 (centres undefined) do in these assays?
FLuc counter: -1%; VP16 counter: 20µM*; Rab9 promoter act: 18%; RORgamma inh: 16µM*; Tb PFK block: 2%; BRCA1 expr act: 8%; ELG1 genotox: -7%; p53 reactivation: 0%; ELG1 DNA repair: 1%; TRPV1 ag: -3; NPC1 prom act: 0%

How did CC(NC(=O)c1cc(COc2ccc3ncccc3c2)on1)c1ccc(F)cc1 (centres undefined) do in these assays?
FLuc counter: inconclusive; VP16 counter: 7.1µM*; Rab9 promoter act: -37%[inhibitor]; RORgamma inh: inconclusive; Tb PFK block: -10%; BRCA1 expr act: -28%; ELG1 genotox: -5%; p53 reactivation: -3%; ELG1 DNA repair: inconclusive; TRPV1 ag: 19; NPC1 prom act: -36%[inhibitor]

How did COc1ccc(S(=O)(=O)NCC2CCCO2)c(Cl)c1Cl (centres undefined) do in these assays?
FLuc counter: -1%; VP16 counter: -15%; Rab9 promoter act: 13%; RORgamma inh: -2%; Tb PFK block: -7%; BRCA1 expr act: -3%; ELG1 genotox: -3%; p53 reactivation: -1%; ELG1 DNA repair: -2%; TRPV1 ag: -5; NPC1 prom act: 2%

How did CCOc1ccccc1NC(=O)C1CCC(CNc2c(N3CCCCC3)c(=O)c2=O)CC1 (centres undefined) do in these assays?
FLuc counter: -2%; VP16 counter: -8%; Rab9 promoter act: 1%; RORgamma inh: -30%; Tb PFK block: -2%; BRCA1 expr act: -16%; ELG1 genotox: 2%; p53 reactivation: -5%; ELG1 DNA repair: -26%; TRPV1 ag: 0; NPC1 prom act: -4%

How did CCOc1ccc(-n2cc(C(=O)N3CCCCCC3)c3cc(OC)c(OC)cc3c2=O)cc1 do in these assays?
FLuc counter: 3%; VP16 counter: -1%; Rab9 promoter act: 4%; RORgamma inh: inconclusive; Tb PFK block: -1%; BRCA1 expr act: -24%; ELG1 genotox: -2%; p53 reactivation: -14%; ELG1 DNA repair: -15%; TRPV1 ag: 20; NPC1 prom act: 0%

Results for CCc1ccc(C(=O)CSc2nc3ccccc3c(=O)[nH]2)cc1 ?
FLuc counter: -17%; VP16 counter: inconclusive; Rab9 promoter act: 0%; RORgamma inh: 17%; Tb PFK block: 2%; BRCA1 expr act: 6%; ELG1 genotox: 18%; p53 reactivation: 14%; ELG1 DNA repair: inconclusive; TRPV1 ag: 0; NPC1 prom act: -2%

How did O=C(c1cccc(C(F)(F)F)c1)C1CCCN(C(=O)CCCn2cncn2)C1 (centres undefined) do in these assays?
FLuc counter: -16%; VP16 counter: -2%; Rab9 promoter act: 1%; RORgamma inh: inconclusive; Tb PFK block: 4%; BRCA1 expr act: -1%; ELG1 genotox: 0%; p53 reactivation: 0%; ELG1 DNA repair: -14%; TRPV1 ag: 6; NPC1 prom act: -2%

How did Cc1cc(C)n(S(=O)(=O)/C=C/c2ccccc2)n1 do in these assays?
FLuc counter: 3%; VP16 counter: -1%; Rab9 promoter act: -7%; RORgamma inh: 16µM*; Tb PFK block: -3%; BRCA1 expr act: 2%; ELG1 genotox: 1%; p53 reactivation: 14%; ELG1 DNA repair: 7%; TRPV1 ag: 1; NPC1 prom act: -8%

Results for O=C(Nc1ccccc1C(F)(F)F)c1ccc2nccnc2c1 ?
FLuc counter: 5%; VP16 counter: 4%; Rab9 promoter act: 10%; RORgamma inh: 34%; Tb PFK block: -8%; BRCA1 expr act: 0%; ELG1 genotox: -4%; p53 reactivation: 2%; ELG1 DNA repair: -1%; TRPV1 ag: -2; NPC1 prom act: 15%

Results for COc1ccc(/C=N/NS(=O)(=O)c2ccc(C)cc2)cc1OC(=O)c1ccccc1 ?
FLuc counter: 9%; VP16 counter: -3%; RORgamma inh: 20%; BRCA1 expr act: 0%; TRPV1 ag: -3
